TAAR1 antagonist = antagonists of human TAAR1; Q96RJ0; CHO RD-HGA16 TAAR1, Fluo-8 calcium fluorescence, antagonist; inhibition, % at 3 µM; hit rate 1.5% among 360,000; AID 624466;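 active means inhibition above a per-plate cutoff, the mean inhibition of test compounds on that plate plus 3 SD, cut at about 49% in these data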;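 further: 0% = DMSO plus EC80 beta-PEA response and 100% = DMSO alone without agonist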
Target sequence (Q96RJ0 whole entry, looked up): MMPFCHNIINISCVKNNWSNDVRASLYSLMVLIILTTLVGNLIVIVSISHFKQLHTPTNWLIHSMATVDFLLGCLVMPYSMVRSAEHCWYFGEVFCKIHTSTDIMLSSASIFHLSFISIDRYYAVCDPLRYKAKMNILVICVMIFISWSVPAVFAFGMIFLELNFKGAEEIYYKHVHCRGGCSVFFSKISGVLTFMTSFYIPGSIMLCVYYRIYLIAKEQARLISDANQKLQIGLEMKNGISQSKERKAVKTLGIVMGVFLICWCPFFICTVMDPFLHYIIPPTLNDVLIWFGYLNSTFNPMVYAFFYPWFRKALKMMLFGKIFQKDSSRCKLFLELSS
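Material: RD-HGA16 CHO cells with stable hTAAR1 and Gα16; Dosing: single nominal final test compound concentration of 3 µM; Schedule: seeding 17-24 h prior, 75-min 37 °C, 30-min RT dye loading; Detection: kinetic Fluo-8 calcium fluorescence measurement; Measure: % inhibition from peak post-agonist over basal fluorescence ratio; Benchmarks: vehicle and agonist controls.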
CHRM5 antagonist = antagonists of human muscarinic M5 receptor (CHRM5); CHO-hM5 cells, Fluo-8 calcium fluorescence, ACh EC80; inhibition, % at 3 µM; AID 624040; hit rate 0.59% among 360,000;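 active means inhibition above a per-plate cutoff, the mean of that plate's test compounds plus 3 SD, cut at about 27% in these data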;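 further: 0% = acetylcholine EC80 with DMSO and 100% = DMSO without agonist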
M4 PAM = positive allosteric modulators of human muscarinic M4 receptor. activation, % at 3 µM. hit rate 0.4% among 360,000. AID 624126. P08173. CHO-K1 hM4/Gqi5, Fluo-8 calcium fluorescence, ACh EC20; 0% = ACh EC20, 100% = maximal ACh;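 active means activation above its plate's cutoff, the mean activation of sample wells plus 3 SD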; further: some results filed as inactive read as strong as hits
Target sequence (P08173 whole entry, looked up): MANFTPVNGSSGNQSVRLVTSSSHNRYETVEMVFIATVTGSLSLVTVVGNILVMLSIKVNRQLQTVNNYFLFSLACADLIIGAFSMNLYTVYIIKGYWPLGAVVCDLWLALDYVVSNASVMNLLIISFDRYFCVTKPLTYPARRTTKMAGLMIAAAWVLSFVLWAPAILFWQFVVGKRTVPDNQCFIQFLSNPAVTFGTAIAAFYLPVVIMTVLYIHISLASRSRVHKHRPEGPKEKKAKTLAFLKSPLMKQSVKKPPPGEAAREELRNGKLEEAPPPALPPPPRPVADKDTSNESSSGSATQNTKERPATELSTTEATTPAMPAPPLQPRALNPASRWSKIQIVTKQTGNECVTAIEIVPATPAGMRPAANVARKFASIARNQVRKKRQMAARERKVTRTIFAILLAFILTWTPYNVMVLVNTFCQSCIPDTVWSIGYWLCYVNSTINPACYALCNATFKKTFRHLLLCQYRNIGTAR
CRFBP-R2 block = antagonists of CRF-binding protein/CRF-R2 receptor complex; inhibition, % at 11.8 µM; HEK293 CRF-R2/CRF-BP, CRF-induced calcium fluorescence; hit rate 0.59% among 350,000;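 active means inhibition of the ligand-induced calcium signal above about 50% at the single tested concentration, limit read from the data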
M5 ag = CHRM5 agonism in calcium assay; P08912; CHO-K1 hM5 cells, Fluo-8 calcium fluorescence; 0% DMSO wells, 100% maximal acetylcholine response; activation, % at 3 µM; hit rate 0.19% among 360,000;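 active means activation above the run's mean over test compounds plus 3 SD, cut at about 23% in these data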;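 further: signal is peak over basal fluorescence ratio across the kinetic read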
M1 PAM parental = counter-screen for M1 PAMs: effect in parental CHO-K1 cells | ATP EC20, Fluo-8 calcium fluorescence; 0% at ATP EC20, 100% at ATP max | activation, % at 3 µM | hit rate 0.02% among 360,000 | AID 602247;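 active means activation above the run cutoff, the mean activation of all test compounds plus 3 SD, cut at about 40% in these data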;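 further: peak over basal fluorescence ratio in a 140 s read after ATP addition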
CHRM5 PAM = CHRM5 positive allosteric modulation | P08912 | CHO-K1 hM5, Fluo-8 calcium, ACh EC20 PAM; 0% = ACh EC20, 100% = ACh EC100 | activation, % at 3 µM | hit rate 0.3% among 360,000 | AID 624038;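 active means activation above the run cutoff, the mean activation of all test compounds plus 3 SD, cut at about 18% in these data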
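Test system: CHO-K1 hM5 cells / Doses: single-point, 3 µM nominal / Times: Post-acetylcholine fluorescence recording 140 s / Technique: Fluo-8 calcium fluorescence / Measure: Max/basal fluorescence ratio as % of EC20–EC100 ACh window / Benchmarks: low control EC20 acetylcholine (0%), high control EC100 acetylcholine (100%) / Replicates: one well per compound, no replicates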
CRFBP-R2 agonist = agonists of human CRF-binding protein/CRF-R2 receptor complex; HEK293 CRF-R2/CRF-BP, calcium dye fluorescence (FLIPR); percent of saturating CRF peptide response; activation, % at 13.2 µM; hit rate 0.46% among 350,000; AID 588473;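 active means activation of at least 50%, plus an integration ratio under a set limit after plate pattern correction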;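 further: plate controls were neutral control wells without compound for no effect and CRF at EC100 for full effect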
TAAR1 agonist = agonists of human TAAR1 | activation, % at 3 µM | AID 624467 | hit rate 0.99% among 360,000 | Q96RJ0 | CHO RD-HGA16 TAAR1, Fluo-8 calcium fluorescence; vehicle wells 0%, saturating PEA agonist 100%;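 active means activation above the mean activation of all test compounds in the run plus 3 SD, cut at about 38% in these data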
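Repeats: no replicates (n 1) | Material: CHO-derived RD-HGA16 cells with stable Gα16 and human TAAR1 | Technique: Kinetic Fluo-8 calcium fluorescence | Schedule: 17-24 h seeding, 75 min 37 °C dye, 30 min RT | Evaluation: % activation from peak over basal fluorescence ratio, DMSO-to-PEA scaled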
* = called active by the depositor; . = not tested or not shown.

no.	Molecule	M5 ag	M4 PAM	CHRM5 antagonist	M1 PAM parental	CHRM5 PAM	CRFBP-R2 block	TAAR1 agonist	TAAR1 antagonist	CRFBP-R2 agonist
1	Cc1ccc(-c2nnn(CC(=O)N(Cc3cccs3)C(C(=O)NC(C)(C)C)c3ccco3)n2)o1 (stereo not drawn)	-1	-1	2	-6	-2	32	17	18	-0.6
2	O=c1c2cc3c(cc2[nH]c(=S)n1CCN1CCOCC1)OCO3	1	-4	6	-3	0	-8	2	-4	-1.0
3	CC(=O)Nc1cc(-c2cccc(C(=O)NCCO)c2)cn2c(-c3cccc(C(F)(F)F)c3)cnc12	0	-1	9	11	-4	.	8	17	.
4	CNc1ccccc(-c2ccc3ccccc3n2)c1=O	0	-14	0	-11	-2	-25	-1	0	8.6
5	O=C(CCS(=O)(=O)c1ccccc1)Nc1nc(-c2ccc(F)cc2)cs1	10	-29	4	-21	-22	-10	10	26	-1.7
6	O=C(c1cccs1)n1nc(-c2ccccc2)nc1NCc1ccco1	-3	2	-1	19	3	-41	-1	-6	3.0
7	Cc1ccc(-n2c(-c3nn(C)cc3Cl)n[nH]c2=S)cc1	-8	-8	3	16	-3	-8	1	-21	-1.1
8	COc1ccc2c(c1)c1ncn(CCCN3CCOCC3)c(=O)c1n2C	1	2	5	-11	-6	1	-1	6	5.2
9	Cc1cc(C)n(-c2ccc(NC(=O)C3CCN(Cc4cc(C)c(C)o4)CC3)cc2)n1	-5	1	8	9	0	-8	1	-1	0.2
10	Cc1ccc(NC(=O)C(=O)NNC(=O)c2ccccc2C)cc1Cl	-4	0	0	4	3	18	5	3	2.8
11	COc1ccc(-c2csc(NC(=O)[C@H](C)N3C(=O)C4CC=CCC4C3=O)n2)cc1OC (stereo partly drawn)	5	-7	9	26	-10	-23	16	47	0.1
12	COc1ccc(CCNC(=O)CSc2nc3ccccc3c3nc(CCN4CCCCC4)nn23)cc1OC	-5	-18	9	-12	-8	-3	2	-13	-3.8
13	O=C(Nc1ccc2oc(-c3ccccc3F)nc2c1)c1ccco1	1	-2	8	9	-7	-51	7	7	0.5
14	CCN(C(=O)CSc1nnc(-c2ccccc2C)n1C)c1c(N)n(Cc2ccccc2)c(=O)[nH]c1=O	-1	-1	7	-10	1	16	1	-4	-0.3
15	O=C1Nc2ccccc2Nc2ccccc21	-1	-2	9	0	-4	1	1	-1	2.3
16	N#Cc1c(N2CCN(C(=O)c3ccco3)CC2)nc(-c2ccccc2)c2c1CCCC2	-2	-5	5	15	-8	-36	0	26	11
17	Cn1c(=O)c2c(nc(NCc3ccco3)n2CC(O)COc2ccccc2)n(C)c1=O (stereo not drawn)	-2	5	12	17	-7	-12	9	6	-3.1
18	CCc1nnc(NC(=O)c2cccs2)s1	-2	-2	-4	24	0	-24	2	0	-3.3
19	N#Cc1c(C(F)(F)F)cc(-c2ccccc2)[nH]c1=O	1	4	-12	14	-2	42	11	-3	-1.8
20	Cc1cccc(NC(=O)COn2nnc3ccc(S(C)(=O)=O)cc32)c1	0	-5	7	-2	-9	-1	1	9	-4.6
21	O=C(Nc1ccc(N2CCCCC2)cc1)c1cncc(Br)c1	-6	0	-5	-3	-5	-41	14	11	0.7
22	CCc1ccc2c(c1)C(c1ccc(N3CCOCC3)cc1)=NNC(c1ccncc1)=N2	-5	1	4	9	-2	2	8	2	-3.0
23	O=C(CN1c2cccc3cccc(c23)S1(=O)=O)NCCc1ccccc1	4	19	1	-18	8	18	4	-12	-9.2
24	O=C(CC(O)c1ccncc1)c1ccccc1O (stereo not drawn)	3	-7	5	-18	-16	-8	6	-18	2.3
25	CCOc1ccccc1N1CCN(CC(=O)NC(C)c2ccccc2)CC1 (stereo not drawn)	4	-4	2	2	-4	-3	5	27	-1.2

From compound 1 to 2, as listed above:
no.	Molecule	M5 ag	M4 PAM	CHRM5 antagonist	M1 PAM parental	CHRM5 PAM	CRFBP-R2 block	TAAR1 agonist	TAAR1 antagonist	CRFBP-R2 agonist
1	Cc1ccc(-c2nnn(CC(=O)N(Cc3cccs3)C(C(=O)NC(C)(C)C)c3ccco3)n2)o1 (stereo not drawn)	-1	-1	2	-6	-2	32	17	18	-0.6
2	O=c1c2cc3c(cc2[nH]c(=S)n1CCN1CCOCC1)OCO3	1	-4	6	-3	0	-8	2	-4	-1.0

(cont.)
no.	Molecule	M5 ag	M4 PAM	CHRM5 antagonist	M1 PAM parental	CHRM5 PAM	CRFBP-R2 block	TAAR1 agonist	TAAR1 antagonist	CRFBP-R2 agonist
26	c1cn(CCCNc2ncnc3nc[nH]c23)cn1	-1	3	9	7	-7	5	1	-20	-1.8
27	COc1ccc(CCCC(=O)NC2CCCCC2)cc1	5	17	-12	-9	6	33	1	3	-0.2
28	Cc1noc(NS(=O)(=O)c2ccc(NC(=O)c3ccc(OC(C)C)cc3)cc2)c1C	-3	9	-1	20	-5	0	5	-3	2.2
29	O=[N+]([O-])c1cccc(CSc2cccc[n+]2[O-])c1	-1	-3	0	16	9	14	6	-12	-1.0
30	COCCN(C(=O)COC(=O)CCC(=O)c1ccc(C)cc1)c1c(N)n(Cc2ccccc2)c(=O)[nH]c1=O	-4	2	-7	18	3	-3	4	-23	-0.2
31	O=C(CSc1nnc(CNC(=O)c2ccccc2)o1)NCc1ccc(F)cc1	-3	-5	18	3	-2	3	1	0	-2.4
32	Cc1ccc2c(c1)[C@@H]1[C@H](CO2)[C@H](c2ccccc2)[C@@]2(C)C(=O)N[C@H](C)C(=O)N12	6	4	-2	10	15	-2	7	-6	-2.9
33	COc1nnc(-c2ccc(N3CCOCC3)c(NC(=O)c3ccc(C)cc3)c2)c2ccccc12	-7	-2	4	-1	-7	7	0	-4	0.2
34	COc1cccc(NC(=O)COC(=O)c2sccc2C)c1	1	2	7	12	1	33	2	22	-2.5
35	COc1ccc(NC(=O)C2CCCN(S(C)(=O)=O)C2)cc1 (stereo not drawn)	0	-2	6	11	4	-5	4	-17	-0.3
36	OC1CCN(Cc2nc(Cc3ccccc3Cl)no2)CC1	-2	5	4	3	4	-14	11	12	-0.8
37	CC(=O)c1ccc(OCc2ncc(C(F)(F)F)cc2Cl)cc1	-3	20	-4	7	5	8	0	-42	-1.4
38	COc1cccc2c1c(NC(=O)c1cc(C)on1)nn2C	2	7	9	10	-8	-10	-1	-21	-1.1
39	NC(=O)CC(NC(=O)c1ccccc1)c1ccc(NC2CCCCC2)c([N+](=O)[O-])c1 (stereo not drawn)	0	6	0	8	3	-3	4	8	-1.7
40	Cn1ncc(Br)c1C(=O)NC1CCCCCC1	0	1	0	4	1	0	2	-27	-1.4
41	COc1ccc(S(=O)(=O)N2CCCCCC2)cc1	-6	8	1	2	-2	-12	2	1	3.1
42	CCOC(=O)c1[nH]c(=O)[nH]c1CNc1ccccc1C#N	0	8	6	5	3	-11	10	0	1.5
43	Cc1ccc(C(=O)CSc2cnc3ccccc3n2)cc1C	-1	-5	-1	9	-13	-7	7	17	0.3
44	CCOC(=O)CSc1c(-c2cccs2)[nH]c2ccccc12	-6	-7	-2	13	-6	-4	10	15	7.0
45	COc1ccc(S(=O)(=O)Nc2ccc(CC#N)cc2)cc1	-9	7	3	15	-10	10	8	21	-0.5
46	Nc1nc(SCc2ccccc2[N+](=O)[O-])c2ncn(Cc3ccccc3)c2n1	-4	-9	20	-14	-14	0	4	42	-1.8
47	CC1CCCCC1NC(=O)COC(=O)CNC(=O)c1cccc(F)c1 (stereo not drawn)	2	-3	-1	2	-2	-6	18	5	0.4
48	Cn1c2ccccc2c(=O)c2c(=O)n(C3CCCCCC3)c(C3CCCCC3)nc21	0	-5	2	4	0	-30	38*	1	127*
49	c1ccc2c(c1)ncn2CCN1CCCCC1	-6	0	-11	19	20*	-18	18	-7	0.1
50	CC(=O)c1cccc(-c2ccnc3c2CC(C(=O)NCC2CCOCC2)O3)c1 (stereo not drawn)	0	9	-8	7	3	.	1	-18	.

CHRM5 PAM: hit marks shown above.
no. | Molecule | M5 ag | M4 PAM | CHRM5 antagonist | CHRM5 PAM | CRFBP-R2 block | CRFBP-R2 agonist
49 | c1ccc2c(c1)ncn2CCN1CCCCC1 | -6 | 0 | -11 | 20* | -18 | 0.1

(continued)
no.	Molecule	M5 ag	M4 PAM	CHRM5 antagonist	M1 PAM parental	CHRM5 PAM	CRFBP-R2 block	TAAR1 agonist	TAAR1 antagonist	CRFBP-R2 agonist
51	CCCN(CC(=O)Nc1cc(Cl)cc(Cl)c1)CC(=O)Nc1ccc(F)c(F)c1F	-1	-17	12	16	-9	-24	1	22	-1.1
52	O=c1nc(Nc2cccc(Cl)c2)oc2cc(Cl)oc(=O)c12	-3	-1	2	-5	-1	10	0	-18	5.6
53	CCN(C[C@H]1N[C@@](Cc2ccccc2)(C(=O)OC)[C@H]2C(=O)N(C)C(=O)[C@@H]12)C(=O)Nc1ccc(C(F)(F)F)cc1	1	6	10	18	-2	-24	2	-1	-0.3
54	Cc1ccc(/C(O)=C2\C(=O)C(=O)N(C)C2c2ccc(Br)cc2)cc1 (stereo not drawn)	3	-2	-8	6	0	12	6	8	-1.4
55	COc1ccccc1CNC(=O)CCS(=O)(=O)c1cccs1	3	4	4	2	-4	1	3	-1	-1.3
56	S=C(NCCSCc1ccc(Cl)cc1)Nc1ccccc1	0	-13	5	12	-11	0	6	11	-2.3
57	CCN(Cc1ccccc1)C1CCN(Cc2ccc(SC)cc2)CC1	-15	-12	12	2	-2	-2	6	-7	-1.1
58	Cc1cccc[n+]1CC(=O)Nc1cccc([N+](=O)[O-])c1	-8	0	-12	11	8	-10	1	-14	-2.5
59	Cc1nc2cc(Cc3ccccc3)ccc2o1	-4	1	6	20	-7	36	1	8	0.6
60	CCC(C)Nc1nc2c(c(=O)n(C)c(=O)n2C)n1Cc1ccc(Cl)cc1 (stereo not drawn)	-1	7	1	31	-5	3	5	-16	-2.9
61	O=C(Cn1nnc(-c2ccccc2)n1)NNC(=O)c1ccco1	0	2	8	12	-2	3	2	-22	0.3
62	Cc1ccc(NS(=O)(=O)c2ccc(-c3csc(C)n3)s2)c(C)c1	-2	-19	11	6	-8	12	4	-8	0.3
63	COc1ccccc1NC(=S)NC1CCC(CC2CCC(NC(=S)Nc3ccccc3OC)CC2)CC1 (stereo not drawn)	-1	-2	-9	13	1	10	3	-2	-0.3
64	COc1ccccc1NC(=O)CN(c1ccc([N+](=O)[O-])cc1)S(=O)(=O)c1ccccc1	-3	16	9	17	-8	5	0	-11	0.3
65	C/C(=C\c1ccccc1)C(=O)NCCc1ccccc1	-2	14	16	-2	-7	3	1	9	-0.8
66	COc1ccc(S(=O)(=O)NCCc2cn3cccc(C)c3n2)cc1OC	-1	1	1	8	-1	9	1	-4	0.6
67	CC1(C(=O)NC2CCCCCCC2)CC1(Cl)Cl (stereo not drawn)	-5	12	-7	12	6	31	18	-10	-1.0
68	Cc1nc2ccc(S(=O)(=O)NC(C(=O)NC3CCCC3)C(C)C)cc2s1 (stereo not drawn)	4	7	2	7	-1	-13	0	4	-0.2

Screening data (PubChem)
